Bioassay records as filed in PubChem BioAssay.
PGE2 EP2 inh – EP2 receptor (human) inhibition; inhibition, % at 25 µM; hit rate 0.52% among 260,000; C6 glioma cells expressing human EP2, cAMP TR-FRET; cells stimulated with saturating PGE2;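 active = percent inhibition above 40 after rounding to a whole number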;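 also: rat C6 glioma host cells with rolipram phosphodiesterase inhibitor present; the protocol text gives 20 µM as final concentration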
Target sequence (P43116 whole entry, looked up): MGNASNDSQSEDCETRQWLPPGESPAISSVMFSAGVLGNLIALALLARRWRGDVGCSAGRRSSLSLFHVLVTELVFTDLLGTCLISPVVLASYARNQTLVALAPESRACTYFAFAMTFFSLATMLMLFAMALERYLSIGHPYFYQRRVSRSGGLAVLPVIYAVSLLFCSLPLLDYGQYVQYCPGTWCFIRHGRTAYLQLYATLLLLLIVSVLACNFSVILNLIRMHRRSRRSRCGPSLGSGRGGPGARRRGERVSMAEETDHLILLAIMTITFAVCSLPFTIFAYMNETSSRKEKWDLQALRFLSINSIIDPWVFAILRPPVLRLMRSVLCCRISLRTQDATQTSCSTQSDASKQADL
EP2 mod – EP2 receptor (human) modulation; EP2-expressing cells, cAMP HTRF FRET, PGE2 co-stimulation; P43116; induction, % at 25 µM; hit rate 0.83% among 260,000; AID 940;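 active = compounds whose cAMP rise, as percent of the full-agonist control response, exceeds 60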;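 also: rat C6 glioma line stably carrying human EP2 under a CMV promoter; the protocol text gives 20 µM as final concentration; 100% = response of wells given 1 µM PGE2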
* marks the source's active call; other numbers are inactive results. Not all compounds are listed, so the mix of outcomes need not match the whole.

Preview, 3 compounds:
SMILES	PGE2 EP2 inh	EP2 mod
CC(C)n1c(=O)oc2cc(S(=O)(=O)NC(c3ccccc3)c3ccccc3)ccc21	4	-2
CCc1cccc(Nc2c(CC)c(C)nc3ncnn23)c1	5	-19
CN(C(=O)CSc1nnc2c3ccccc3n(C)c2n1)C1CCCCC1	4	9

Results (from the top)
SMILES	PGE2 EP2 inh	EP2 mod
CC(C)n1c(=O)oc2cc(S(=O)(=O)NC(c3ccccc3)c3ccccc3)ccc21	4	-2
CCc1cccc(Nc2c(CC)c(C)nc3ncnn23)c1	5	-19
CN(C(=O)CSc1nnc2c3ccccc3n(C)c2n1)C1CCCCC1	4	9
O=C(NCc1ccccn1)c1cc2nc(-c3ccco3)cc(C(F)(F)F)n2n1	10	-36
O=C(Nc1ccc(-c2nn3cnnc3s2)cc1)c1cccs1	9	-4
COc1ccccc1C1(NC(=O)c2ccc(S(=O)(=O)N3CCOCC3)cc2)CCCC1	6	-48
C=CCn1c(CNC(=O)c2ccc(Cl)cc2)n[nH]c1=S	6	1
CCOCc1cc(CN2CCc3onc(-c4ccc(F)c(F)c4)c3C2)ccc1OC	9	-17
CCOC(=O)c1cnc2c(C)c(C)ccc2c1NCCN1CCOCC1	9	-21
CCc1nn(CC(=O)N2CCC(C)CC2)c(=O)c2cc3oc(C)cc3n12	6	-31
O=C(NCC1CCN(CC2CCCCC2)CC1)c1cnccn1	3	-25
COc1cc(C)c(CNC(=O)c2ccc(-n3cnnc3)cc2Cl)cc1C(C)C	3	6
O=C(CSc1nnc(-c2ccc(F)cc2)o1)N1CCOCC1	11	12
Cc1ccc2[nH]c(=O)c(C(c3nnnn3C3CCCCC3)N3CCN(c4ccccc4)CC3)cc2c1 (stereo unspecified)	12	-34
COC(=O)c1c(NC(=O)CSc2nnc3c(n2)[nH]c2ccc(OC)cc23)sc(C)c1C	6	-118
COc1ccc(N2CCN(C(=O)c3cc(OC)c(OC)cc3OC)CC2)cc1	16	14
Cn1ncc2c(NCCc3ccccc3)nc(Cl)nc21	10	-36
O=C1CCc2cc(S(=O)(=O)NC(c3ccccc3)c3ccccc3)ccc2N1	1	-26
O=C(COc1cccc(NC(=O)c2cccs2)c1)Nc1ccc(Br)cc1	21	-65
Cc1cc(C)c2[nH]c(=O)c(C(c3nnnn3C(C)(C)C)N3CCN(c4cccc(C)c4C)CC3)cc2c1 (stereo unspecified)	5	-6
COc1ccc(C(=O)Nc2ccc(-c3nc4ccc(C)cc4o3)cc2)cc1OC	14	-10
CCN1CCN(S(=O)(=O)c2ccc(S(=O)(=O)N3CCCCCC3)cc2)CC1	12	-12
CC(C)(C)C(=O)Cn1ncc2cccn2c1=O	7	-7
CC(C)(C)n1nnnc1C(c1ccc2ncccc2c1)N1CCOCC1 (stereo unspecified)	5	-28
CCOC(=O)c1ccc(NC(=O)CN2CCC(c3nc4ccccc4[nH]3)CC2)cc1	5	-48
COCC(=O)Nc1ncc([N+](=O)[O-])s1	2	20
COc1ccccc1OCC(=O)Nc1ccc(S(=O)(=O)Nc2onc(C)c2C)cc1	13	1
CCC(=O)NCCc1nc2ccccc2n1Cc1ccc(Cl)cc1	7	0
COc1ccc(-c2nc(-n3c(C)c4c(C)nnc(C)c4c3C)sc2C)cc1	6	-16
O=C(NCCCO)c1cc2sc3ccccc3c2s1	8	-74

Laid out differently: results already given
compound | PGE2 EP2 inh | EP2 mod
CC(C)(C)n1nnnc1C(c1ccc2ncccc2c1)N1CCOCC1 (stereo unspecified) | 5 | -28
COc1ccc(-c2nc(-n3c(C)c4c(C)nnc(C)c4c3C)sc2C)cc1 | 6 | -16
CCOC(=O)c1ccc(NC(=O)CN2CCC(c3nc4ccccc4[nH]3)CC2)cc1 | 5 | -48
COc1ccccc1OCC(=O)Nc1ccc(S(=O)(=O)Nc2onc(C)c2C)cc1 | 13 | 1
CCN1CCN(S(=O)(=O)c2ccc(S(=O)(=O)N3CCCCCC3)cc2)CC1 | 12 | -12
COc1ccc(C(=O)Nc2ccc(-c3nc4ccc(C)cc4o3)cc2)cc1OC | 14 | -10
CCC(=O)NCCc1nc2ccccc2n1Cc1ccc(Cl)cc1 | 7 | 0

(cont.)
SMILES	PGE2 EP2 inh	EP2 mod
CC(C)N1CCC(NC(=O)Cn2c(-c3cccs3)cc3cccnc32)CC1	11	-4
Cc1ccc2oc(CN(CCCO)Cc3sccc3C)c(C)c2c1	5	40
CCc1cc2ccccc2nc1SCC(=O)Nc1nc(C)c(C)s1	11	32
CC(C)C(c1nnnn1C1CCCCC1)N1CCCCCC1 (stereo unspecified)	11	6
Cc1cccc2cc(C(c3nnnn3C(C)C)N3CCN(C)CC3)c(=O)[nH]c12 (stereo unspecified)	5	-28
Cc1ccc2nsnc2c1S(=O)(=O)N(Cc1cc2cccc(C)c2[nH]c1=O)C1CCCC1	6	31
Cc1cc(OCc2nnc(SCC(=O)N(C(C)C)C(C)C)o2)ccc1Cl	27	-27
COc1ccc(C(=O)N(CCCO)Cc2cc3cc(C)ccc3[nH]c2=O)cc1	6	-37
COC(=O)CSc1nc(-c2cccs2)cc(C(F)(F)F)n1	7	3
CC(C)(C)c1nc(SCC(=O)Nc2ccccc2N2CCOCC2)c2ccccc2n1	6	57
Cc1ccc(NCc2nnc(SCC(=O)OC(C)C)n2CC2CCCO2)cc1Cl (stereo unspecified)	17	-4
C=C/C=C(\C=C/C)C1(C(N)=O)CCOCC1	7	-10
CC1CCCC(C)N1C(=O)CSc1nnc(-c2ccc(S(=O)(=O)N3CCOCC3)cc2)n1C (stereo unspecified)	11	21
O=C1NC(=S)S/C1=C\c1cc(I)cc(I)c1O	11	-101
Cc1ccnc(NC(=O)C2CC(=O)N(c3ccccc3)C2)c1 (stereo unspecified)	10	-13
NC(=O)CSc1nnc(-c2ccco2)n1-c1ccc(F)cc1	10	5
COc1cc2cc(CN(C(=O)Nc3cccc(Cl)c3)C3CCCC3)c(=O)[nH]c2cc1OC	19	-25
CCOc1ccc(NC(=O)C(C)n2nc(-c3cc(C)oc3C)cc(N)c2=O)cc1 (stereo unspecified)	5	-79
COc1ccc(S(=O)(=O)N2CCC(C(=O)N3CCC(Cc4ccccc4)CC3)CC2)cc1Cl	10	-89
CN(C)CCN[C@@H]1CCN(Cc2ccc(F)cc2)C[C@H]1O	6	-13
Cc1cc2cc(C(=O)NCC(c3ccccc3F)N(C)C)ccc2o1 (stereo unspecified)	8	-28
Cc1cc(C)nc(NS(=O)(=O)c2ccc(NC(=O)/C=C/c3cccs3)cc2)n1	8	-1
Cc1c(/C=C2\SC(=O)NC2=O)c2ccccc2n1C	7	-39
CCn1cncc1CN1CCC(O)(c2ccccc2F)CC1	3	-30
C#CCCCCCCCCCCCC(O)CC(O)CO (stereo unspecified)	10	-23
O=C(Oc1ccccc1Br)c1ccc(Cl)c(S(=O)(=O)N2CCOCC2)c1	6	-66
Cc1ccc(-c2cc(C(=O)Nc3cccnc3)no2)cc1	9	-65
Cc1cc2oc(C(=O)Nc3cccc(-n4cnnc4)c3)cc(=O)c2cc1C	9	-51
CCC(=O)N1CCc2cc(-c3csc(NC(=O)C4CC4)n3)ccc21	13	-63
COc1ccc(C2=NN(C(=O)CCC(=O)O)C(c3ccc(N(C)C)cc3)C2)cc1OC (stereo unspecified)	13	9
Cc1ccc(CN(CCCn2ccnc2)Cc2cncc3c(Cl)[nH]nc23)s1	6	-14
COc1ccccc1CN(Cc1cccc(C)n1)CC1CCCO1 (stereo unspecified)	5	18
Cc1sc2ncnc(SCC(=O)Nc3ccc4c(c3)OCO4)c2c1C	16	1
Cc1nc(Sc2ccc([N+](=O)[O-])cn2)nc2c1CCCC2	8	-9
CCOC(=O)CSc1nnc(-c2ccccc2)n1-c1ccc(OC)cc1	14	11
COc1ccc(Cn2nnnc2CN(Cc2cccnc2)Cc2cc3ccc(C)cc3[nH]c2=O)cc1	8	-13
Cc1cc(C)c2nc(N3CCCCC3)c(C#N)cc2c1	7	63*
CC(C(=O)NCC(c1ccccc1F)N1CCCC1)N1C(=O)NC(C)(C)C1=O (stereo unspecified)	2	13
CS(=O)(=O)N1CCN(S(=O)(=O)c2ccccc2)C1	7	3
N#Cc1c(-c2cccnc2)cc(-c2ccc(F)cc2)[nH]c1=O	11	-10
O=C(CSc1nncn1-c1cccnc1)Nc1cccc(C(F)(F)F)c1	16	-27
O=C(CN1CCC(c2nc3ccc(Cl)cc3[nH]2)CC1)N1CCCCC1	17	-18
O=S(=O)(O)c1ccc2cc(N=Nc3cc(S(=O)(=O)O)c4cccnc4c3O)ccc2c1	52*	16
Cc1cc(NC(=O)CSc2nc(C3CC3)nc3sc4c(c23)CCCC4)no1	47*	-5
CCOc1cc(C2Nc3ccccc3C(=O)N2c2ccc(F)cc2)ccc1OCC#N (stereo unspecified)	14	-26
COc1ccccc1OCCN(C)C(=O)c1cc(-c2c(C)nn(C)c2C)n[nH]1	9	-18
COCCn1c(SCC(=O)Nc2ccc(OC)cc2OC)nc2sc3c(c2c1=O)CCC3	14	-8
Cc1c(-c2ccccc2)n[nH]c1C(=O)N1CCN(C2CCCCC2)C(=O)C1	6	-7
COc1ccc(C(=O)Oc2ccc(C(=S)N3CCCCC3)cc2OC)cc1	6	-28
Cc1cc(C)nc(SCc2nnc(SCC(N)=O)n2C)n1	7	-17
(more compounds)
SMILES	PGE2 EP2 inh	EP2 mod
COc1cccc(-c2ocnc2C(=O)Nc2ccccc2C(=O)N2CCCC2)c1	3	-74
CCCC(=O)Nc1ccc(NC(=O)CCC)nc1	9	-8
CCOC(=O)c1ccc(NC(=O)N2CCn3cnnc3C2)cc1	0	-28
CC1CCCCN1C(=O)CSc1nnc2n(CC(=O)N3C(C)CCCC3C)c3ccccc3n12 (stereo unspecified)	9	-20
CCOc1ccc(C2C(C#N)=C(N)Oc3c2ccc2ccccc32)cc1OCC (stereo unspecified)	13	-3
COc1cc(/C=C2/SC(=S)N(C(C)C(=O)O)C2=O)cc(Br)c1O (stereo unspecified)	14	-13
CC(C)(CCc1nc2ccccc2[nH]1)C(=O)O	10	-3
CC(=O)C1=C(O)C(=O)N(CC#N)C1c1ccc(Cl)cc1Cl (stereo unspecified)	10	-4
C#CCOc1ccc(C2C(C#N)=C(N)OC3=C2C(=O)CC(C)(C)C3)cc1Cl (stereo unspecified)	12	19
CC(C)(C)C(=O)NC1CCN(CC(=O)Nc2ccc3c(c2)OCCO3)CC1	8	14
O=C(/C=C/c1ccccc1)c1ccc(O)cc1	14	-4
C=CCN1C(=O)C2C(C(=O)NC3CCCCC3)C3C=CC2(O3)C1C(=O)NC(C)(C)C (stereo unspecified)	8	26
COc1ccc([C@H]2CN(Cc3ccccc3)C[C@@H]2NC(=O)C2CCCC2)cc1OC	6	-7
Nc1nc2c(c(=O)[nH]1)CN(c1ccc(S(N)(=O)=O)cc1)CN2	8	-6
CC1CCCCN1C(=O)CSc1nc(-c2ccccc2)cc(C(F)(F)F)n1 (stereo unspecified)	13	22
O=C(NCCCCl)c1c(O)c2ccccc2[nH]c1=O	14	-52
Cc1nn(CC(=O)N[C@@H](C)Cn2nnn(-c3ccccc3)c2=O)c(=O)c2ccccc12	8	-9
CCCn1ncc(C)c1NC(=O)Cn1nc2c(C)cc3ccc(OC)cc3n2c1=O	8	-18
O=C(Nc1ccc(S(=O)(=O)NC2CC2)cc1)c1cnccn1	8	-26
COc1ccc(C)cc1NC(=O)CSc1nc2sc3c(c2c(=O)[nH]1)CCCC3	35	-71
NC(=O)CSc1ncnc2c1cnn2-c1ccccc1	11	-13
Cc1cc(=O)oc2cc(OC(C)C(=O)NCCc3ccccc3)ccc12 (stereo unspecified)	9	-74
Cc1ccc(NCc2nnc(SCC#N)n2C)cc1Cl	7	-19
Cc1cc(C)c2c(c1)-c1cc(C)nn1C(c1ccc(O)c(O)c1)N2 (stereo unspecified)	10	39
Cc1cccn2c(=O)c3cc(C#N)c(=N)n(C(C)C)c3nc12	8	0
CCOc1ccc2[nH]c(=O)c(C(c3nnnn3Cc3ccc(F)cc3)N3CCC(C)CC3)cc2c1 (stereo unspecified)	7	0
Cc1cccc(CC(=O)NC(C)c2nc(-c3cccnc3)n[nH]2)c1 (stereo unspecified)	3	-17
CCNC(=S)N(Cc1ccccc1)Cc1cc2cc3c(cc2[nH]c1=O)OCCO3	12	2
Cc1sc2ncnc(NCCCCCC(=O)O)c2c1C	6	1
COc1ccccc1-c1c(C#N)c(N)nc(OC)c1C#N	9	41
C=CCn1cc(CN2CCc3c(nc(C)[nH]c3=O)C2)c2ccccc21	3	-48
COc1ccccc1C1(O)CCCN(C(=O)c2csc(C(C)=O)c2)C1 (stereo unspecified)	7	-30
COc1cc(C)c(C(=O)CCC(=O)NC2CCCOC2)cc1C (stereo unspecified)	5	-6
O=C(Cn1nc2c3ccccc3nc(Cc3ccccc3)n2c1=O)N1CCOCC1	11	-7
O=C1NC2(CCN(C(=O)c3ccc(CN4CCCC4)o3)CC2)Nc2ccccc21	8	-17
O=C(NCCn1nc(-c2cccs2)ccc1=O)c1ccco1	1	-13
c1ccc2c(c1)-c1nc3ccccc3cc1[C@@H]2N1CCOCC1	6	16
COc1ccc(CCN2C(=O)C(O)=C(C(C)=O)C2c2ccc(C(C)(C)C)cc2)cc1OC (stereo unspecified)	16	-4
COc1ccccc1CNC(=O)c1c(O)c2c([nH]c1=O)CCCC2	5	-76
COc1ccc(CN2CCC(CNC(=O)C3CCCN(c4ncccn4)C3)CC2)cc1 (stereo unspecified)	6	-40
CCCOc1ccc(NC(=O)c2c(O)c3ccccc3n(CC)c2=O)cc1	10	-11

Compound profiles, as listed above. Order of values: PGE2 EP2 inh | EP2 mod
COc1ccc([C@H]2CN(Cc3ccccc3)C[C@@H]2NC(=O)C2CCCC2)cc1OC across the screens: 6 | -7
CC(C)(C)C(=O)NC1CCN(CC(=O)Nc2ccc3c(c2)OCCO3)CC1 across the screens: 8 | 14
CC(C)n1c(=O)oc2cc(S(=O)(=O)NC(c3ccccc3)c3ccccc3)ccc21 across the screens: 4 | -2
O=C(Oc1ccccc1Br)c1ccc(Cl)c(S(=O)(=O)N2CCOCC2)c1 across the screens: 6 | -66
